eIF4E-4G inh = eIF4E–eIF4G protein interaction inhibitors, primary screen, biochemical, uHTS, TR-FRET, eIF4GI fragment; TR-FRET eIF4E-eIF4GI(517-606) binding, 2 h; inhibition, % at 21.7 µM; hit rate 0.37% among 220,000; AID 782, 2007;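 active = inhibition above about 30%, limit read from the data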;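 note: 0% = full FRET control wells and 100% = background wells lacking eIF4GI fragment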
Target sequence (P63073 whole entry, looked up, the tested form may be a part): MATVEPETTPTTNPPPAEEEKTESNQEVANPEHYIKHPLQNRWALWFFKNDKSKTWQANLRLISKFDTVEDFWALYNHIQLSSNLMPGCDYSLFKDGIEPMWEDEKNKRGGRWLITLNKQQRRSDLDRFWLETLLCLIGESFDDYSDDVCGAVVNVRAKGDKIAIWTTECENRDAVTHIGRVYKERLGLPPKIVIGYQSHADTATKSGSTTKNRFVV
Target sequence (Q04637 whole entry, looked up, the tested form may be a part): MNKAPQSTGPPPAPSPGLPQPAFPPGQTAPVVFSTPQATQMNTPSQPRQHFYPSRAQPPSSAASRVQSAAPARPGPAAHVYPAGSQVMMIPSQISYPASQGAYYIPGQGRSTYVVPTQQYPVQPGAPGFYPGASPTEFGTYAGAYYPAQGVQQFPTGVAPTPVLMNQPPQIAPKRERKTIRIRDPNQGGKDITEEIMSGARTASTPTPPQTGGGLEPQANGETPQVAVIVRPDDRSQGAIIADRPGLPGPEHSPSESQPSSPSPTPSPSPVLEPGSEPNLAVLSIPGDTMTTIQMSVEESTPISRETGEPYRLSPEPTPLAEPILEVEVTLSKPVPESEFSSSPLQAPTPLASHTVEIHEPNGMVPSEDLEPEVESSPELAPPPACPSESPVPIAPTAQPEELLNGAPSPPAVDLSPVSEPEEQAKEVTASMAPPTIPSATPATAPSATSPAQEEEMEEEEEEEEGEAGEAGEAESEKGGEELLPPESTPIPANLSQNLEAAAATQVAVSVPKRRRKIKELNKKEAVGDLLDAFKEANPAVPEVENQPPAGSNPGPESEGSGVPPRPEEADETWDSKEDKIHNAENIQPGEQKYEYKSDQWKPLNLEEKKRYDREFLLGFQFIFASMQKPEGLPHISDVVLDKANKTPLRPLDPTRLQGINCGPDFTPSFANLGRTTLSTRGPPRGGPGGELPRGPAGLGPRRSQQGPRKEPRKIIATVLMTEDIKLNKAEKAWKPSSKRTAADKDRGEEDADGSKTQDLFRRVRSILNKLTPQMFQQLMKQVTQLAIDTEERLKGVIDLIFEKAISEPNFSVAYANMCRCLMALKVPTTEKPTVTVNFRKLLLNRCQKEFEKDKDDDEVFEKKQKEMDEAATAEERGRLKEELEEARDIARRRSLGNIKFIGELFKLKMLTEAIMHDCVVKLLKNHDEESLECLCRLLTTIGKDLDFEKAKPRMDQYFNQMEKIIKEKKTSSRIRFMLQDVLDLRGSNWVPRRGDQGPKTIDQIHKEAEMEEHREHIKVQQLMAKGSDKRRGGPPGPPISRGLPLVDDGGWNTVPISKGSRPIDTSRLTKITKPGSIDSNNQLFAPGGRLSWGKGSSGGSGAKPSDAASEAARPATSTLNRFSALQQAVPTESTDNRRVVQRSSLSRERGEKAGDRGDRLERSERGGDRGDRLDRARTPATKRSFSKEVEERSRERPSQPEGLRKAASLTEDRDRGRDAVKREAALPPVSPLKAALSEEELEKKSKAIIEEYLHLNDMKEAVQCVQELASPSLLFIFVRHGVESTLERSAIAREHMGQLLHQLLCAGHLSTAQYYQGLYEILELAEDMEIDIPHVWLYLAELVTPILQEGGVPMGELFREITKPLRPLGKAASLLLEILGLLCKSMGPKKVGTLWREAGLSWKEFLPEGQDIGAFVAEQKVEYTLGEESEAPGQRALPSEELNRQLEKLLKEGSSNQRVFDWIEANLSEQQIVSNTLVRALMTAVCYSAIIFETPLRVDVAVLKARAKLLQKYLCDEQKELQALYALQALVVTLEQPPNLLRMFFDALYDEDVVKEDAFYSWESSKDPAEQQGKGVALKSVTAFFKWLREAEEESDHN
PERK inhibitor = block of dimerizer-induced PERK translation repression, primary screen, PERK inhibitor project, CHO PERK-DD cells, SEAP luminescence, HTS. Eukaryotic translation initiation factor 2-alpha kinase 3 (Homo sapiens), Q9NZJ5. CHO PERK-DD fusion, SEAP luminescence translation reporter. inhibition, % at 5.6 µM. hit rate 0.17% among 220,000;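 active = inhibition above the mean inhibition of all tested compounds plus 3 SD, set separately per screening campaign, cut at about 2.9% in these data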;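 note: PERK kinase domain activated by AP20187 dimerizer at 100 nM; 0% = DMSO with dimerizer and 100% = rapamycin at 8.4 µM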
Cl transport mod = KCC2 cotransporter modulators, thallium flux, primary screen, cell-based, HEK293 KCC2, FluoZin-2 fluorescence, MLSMR. KCC2 cells, thallium flux FluoZin-2 fluorescence. B-score of Tl+ flux slope (higher = more flux/activation; lower = inhibition) at 10 µM. hit rate 2.2% among 190,000;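 active = thallium flux slope and its plate-corrected score both differing from the plate sample mean at a set confidence after two filtering rounds, in either direction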;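 note: slope of fluorescence scaled to starting intensity during 10 to 20 s after thallium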
EBV gp42 block = Epstein-Barr virus gp42 inhibitors, primary screen, biochemical, uHTS, fluorescence polarization. inhibition, % (tested at 21.74 µM). Fluorescence polarization binding assay, mP read-out. AID 1085, 2008. Glycoprotein 42 (Epstein-Barr virus (strain AG876)), Q1HVG2. hit rate 0.42% among 220,000; in the data active = inhibition above about 50%
TNF necrop inh = inhibitors of TNF-alpha triggered necroptosis, primary screen, cell-based, Jurkat FADD-/-, single concentration | Jurkat FADD-/- TNF necroptosis rescue, ATP luminescence, 24 h; 0 = TNF only, 100 = no-TNF cells | activation (protection from cell death), % at 10 µM | hit rate 0.068% among 220,000 | AID 463075, 2010;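 active = activation, meaning protection from cell death, of at least 50% relative to plate controls; inactive = activation below 50%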;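 note: necroptosis triggered by 40 ng/mL TNF-alpha added together with compound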
Rad51 HR inh = human RAD51 strand exchange inhibitors, primary screen, biochemical, fluorescence | DNA repair protein RAD51 homolog 1 (Homo sapiens), Q06609 | hRad51 DNA strand exchange, fluorescence dequenching | inhibition, % at 10 µM | hit rate 0.085% among 200,000 | AID 1385, 2008;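 active = inhibition above 40% at the single screening dose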;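 note: 0% = DMSO control wells and 100% = blanks with heterologous ssDNA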
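Read-out basis: percent inhibition relative to plate controls and blanks / Assay system: human Rad51 nucleoprotein filaments preassembled on unlabelled ssDNA / Timing: filaments 15 min 37 °C, then compound 30 min / Control set: per-plate controls and blanks / Technique: fluorescence dequenching at 485/520 nm / Compound: 10 µM final, single point / Also added: Fluorescein- and BHQ1-tagged 47-mer duplex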
Calpain2 inh = inhibitors of pig calpain II, primary screen, biochemical, fluorogenic peptide substrate, 1536-well; hit rate 0.37% among 220,000; purified calpain II, 30 min; inhibition, % at 16 µM;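 active = inhibition above about 50%, limit read from the data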
Mdm2 ligase inh = MDM2-luciferase reporter signal enhancers, primary screen, MDM2 E3 ligase inhibitor project, cell-based, luminescence, 1536-well; hit rate 0.11% among 210,000; signal enhancement, % at 5 µM; AID 1230, 2008; cell-based MDM2 ubiquitination luciferase reporter, 2 h; 0 = plate control, 100 = twice control, blank-subtracted;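 active = signal enhancement of 30% or more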;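 note: luminescence tracks abundance of the self-degrading MDM2-luciferase fusion protein; higher signal means inhibition of MDM2 E3 ligase activity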
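Assay system: stable mammalian line carrying autodegrading MDM2–luciferase fusion reporter; amount: 2000 cells seeded into each well; buffer or medium: DMEM; benchmarks: plate control and blank wells; signal: luciferase luminescence; timing: 2 h compound exposure at 37 °C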
zVAD death inh = inhibitors of zVAD-triggered necroptosis, primary screen, L929 cells; L929 zVAD necroptosis rescue, ATP luminescence, 24 h; with zVAD 60 µM; viability rescue, % at 10 µM; hit rate 0.38% among 220,000; AID 1377, 2008;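 active = activation, scaled between plate controls, above about 75%, limit read from the data; inactive = activation under that limit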;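 note: 0% = zVAD with DMSO and 100% = DMSO alone without zVAD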
Active calls of the source: *; x = not tested or not shown; [ ] = dose if it differs, or a comment.

mol | eIF4E-4G inh | PERK inhibitor | Cl transport mod | EBV gp42 block | TNF necrop inh | Rad51 HR inh | Calpain2 inh | Mdm2 ligase inh | zVAD death inh
CC(=O)CSc1ccc(C(=O)O)cn1 | -1 | 1.4 | 0.59 | -8 | 1.0 | x | -11 | -43 | -0.1
COCCN(C(=S)Nc1ccccc1C)C(C)c1cccs1 (stereo unspecified) | -2[fluorescence artefact?] | 1.0 | 0.18 | -3 | 0.1 | 3 | 3 | -22 | -0.4
O=C(Cn1c(=O)oc2ccccc21)Nc1ccc(S(=O)(=O)N2CCCCC2)cc1 | 4 | 0.7 | x | -6 | 0.5 | 1 | 9 | 2 | -0.1
CN(/C=C/C(=O)C(F)(F)F)Cc1ccccc1 | 4[fluorescence artefact?] | 1.9 | -0.99 | 0 | 20 | -1 | -2 | -10 | 0.1
COC(=O)CC1Oc2ccccc2N(Cc2ccccc2)C1=O (stereo unspecified) | -1 | 0.7 | -0.23 | -5 | 0.6 | -1 | 10 | -21 | 0.1
COc1cccc(NC(=O)CCNC(=O)Cn2ccc3ccccc3c2=O)c1 | 1 | -0.2 | x | -5 | 0.4 | 2 | -13 | -1 | 0.4
C=CCOC(=O)C1=C(C)NC(C)=C(C(=O)OCC=C)C1c1cn(-c2ccccc2)nc1-c1ccco1 | 8 | -0.3 | 0.055 | 4 | 2.4 | x | -153 | 1 | x
COC(=O)C1=C(C)N(Cc2ccco2)C(=O)C1 | 3 | 0.1 | 0.72 | -3 | -2.8 | -1 | -23 | -24 | -0.2
CCOC(=O)N1CCN(CC(=O)Nc2ccc(OC)cc2)CC1 | 5 | 1.5 | -0.1 | -3 | 0.5 | -4 | 9 | 6 | 0.0
C1CCc2c(nnc3c2-c2nonc2CC3)C1 | -6 | 0.9 | x | -13 | 0.1 | 0 | 18 | -2 | 0.8
O=C(Nc1ccc(Cl)c(Cl)c1)OCCNC(=O)c1cccc(Cl)c1 | -3 | 1.5 | 0.76 | 4 | 1.5 | 0 | 65* | -15 | -0.4
Cc1cc(=S)nc(-c2ccccn2)[nH]1 | -4 | -0.5 | 81* | -16 | 0.0 | 15 | -7 | 0 | 0.3
CN(Cc1ccccc1)C(=S)NC(=O)C1CCCCC1 | 6[fluorescence artefact?] | 0.5 | 14* | -7 | 2.3 | 2 | -9 | -11 | 0.8
O=C(C1CCCN(S(=O)(=O)c2ccccc2[N+](=O)[O-])C1)N1CCCC1 (stereo unspecified) | -2 | 0.6 | 0.035 | 6 | -0.3 | -2 | 16 | -21 | 0.1
Cc1ccc(-n2nc(C)c(/C=N/NC(=O)c3cccnc3)c2Cl)cc1 | 4 | -1.0 | -0.31 | -7 | 2.3 | 8 | 16 | 1 | 1.5
CCCOc1ccc(C(=O)NCc2cccnc2)cc1 | 4 | -1.2 | x | -11 | -0.9 | 1 | -3 | -3 | 0.1
CCCCn1c(SCC(=O)c2ccc3c(c2)OCCO3)nnc1-c1ccco1 | 2 | -1.6 | -1.6 | -12 | -0.5 | -3 | -37 | -6 | -0.3
Cc1ccc(CNc2oc(COc3ccccc3Cl)nc2C#N)cc1 | 2[fluorescence artefact?] | -0.7 | x | 0 | 0.1 | 8 | 11 | -18 | 1.4
CCOC(=O)C1CCN(c2c(NCc3ccc(N(C)C)cc3)c(=O)c2=O)CC1 | 4 | 0.6 | 0.36 | -21 | 4.1 | x | -12 | 2 | 0.9
O=C(CSc1nc2[nH]ncc2c(=O)n1-c1ccccc1)N1CCCCCC1 | -3 | 2.7 | -1.1 | -8 | 1.1 | -4 | -10 | -9 | 0.1
CC(=O)c1cccc(NC(=O)c2cc(C)no2)c1 | 4 | 0.7 | -0.041 | -7 | -0.2 | 6 | -21 | -5 | 1.6
CCc1nc2ccc(F)cc2c(C(=O)NC2CCCCC2C)c1C (stereo unspecified) | 2 | -1.2 | -0.38 | 0 | -2.7 | -2 | -32 | -9 | -0.5
CCC12CN3CC(CC)(CN(C1)C3c1ccc(OC(C)C)cc1)C2=O (stereo unspecified) | 5 | 1.4 | 0.66 | -9 | -0.8 | -1 | -42 | x | -0.4
COc1ccccc1NS(=O)(=O)c1cccc(NC(=O)c2[nH]c(C)c(C(C)=O)c2C)c1 | -11 | 0.4 | -0.8 | -9 | -7.0 | -47 | -28 | x | 1.4
COc1ccccc1N1CCN(C(=O)COc2cccc(C)c2C)CC1 | 0 | 1.0 | x | -7 | 0.8 | 3 | -11 | -11 | 0.4

New compounds follow.
mol | eIF4E-4G inh | PERK inhibitor | Cl transport mod | EBV gp42 block | TNF necrop inh | Rad51 HR inh | Calpain2 inh | Mdm2 ligase inh | zVAD death inh
O=Cc1ccnc(-c2ccc(OC(=O)c3ccco3)cc2)n1 | 2 | -0.3 | -1.2 | -13 | -3.7 | -18 | -18 | 0 | 0.3
Cc1ccc(-c2nc3cccnc3s2)cc1NC(=O)C1c2ccccc2Oc2ccccc21 | -13 | 0.3 | 0.68 | -113 | 2.1 | x | -63 | x | x
Clc1ss/c(=N\c2ccccn2)c1Cl | 1 | 1.5 | 0.58 | -30 | -0.1 | -6 | -1 | -7 | 0.8
CN(NC(=O)c1ccccc1)C1=NS(=O)(=O)c2ccccc21 | -2 | 0.5 | 0.98 | 1 | -0.1 | -1 | 10 | -3 | 5.7
O=C(NNC(=O)C1COc2ccccc2O1)c1cccc([N+](=O)[O-])c1 (stereo unspecified) | 2 | 0.3 | -1.1 | -7 | 0.8 | 25 | -24 | -10 | 4.2
COc1ccc(-c2nn(-c3ccccc3)cc2C#N)cc1 | -6 | -0.4 | -0.042 | -7 | 2.7 | 7 | 16 | -13 | -0.1
O=C(COc1ccc(-n2ccnc2)cc1)Nc1cccc(F)c1 | 0 | 0.4 | -0.41 | -7 | -4.4 | -3 | 1 | -9 | 63
Cc1c(NC(=S)N/N=C/c2ccc([N+](=O)[O-])cc2O)c(=O)n(-c2ccccc2)n1C | -2 | -0.3 | -1.5 | -3 | 1.1 | -5 | -16 | -1 | 0.2
COc1cc(O)c(C(CC(=O)N2CCOCC2)c2cc(OC)c(OC)c(OC)c2)c(OC)c1 (stereo unspecified) | 1 | x | 0.77 | -15 | 1.7 | 10 | -34 | 15 | 0.1
CC1=NN(C(=O)c2cccc(Cn3nc(C)c([N+](=O)[O-])c3C)c2)C(O)(C(F)(F)F)C1 (stereo unspecified) | 4 | -1.5 | 0.45 | -8 | -0.8 | 0 | 19 | -8 | -0.4
COc1ccc2cc(/C(C)=N/NC(=O)C3CC3)ccc2c1 | -3 | 0.7 | -0.041 | -3 | 0.9 | -10 | -95 | -12 | 39
COc1ccc(N(C)S(=O)(=O)c2c(C)[nH]c(=O)[nH]c2=O)cc1 | 2[fluorescence artefact?] | -1.4 | -0.5 | -7 | -2.3 | 1 | 31 | -3 | -0.2
CCOCCn1c(CN2CCN(CC)CC2)nc2c1c(=O)n(C)c(=O)n2C | 3[fluorescence artefact?] | -0.6 | 6.3* | -6 | 0.9 | x | 3 | x | x
CCNc1nc(Oc2ccc(Cl)cc2Cl)cc(C(F)(F)F)n1 | 4 | 1.8 | x | -17 | -5.1 | 7 | 8 | 8 | 0.2
COc1ccc(N(CC(=O)Nc2ccc3c(c2)OCCO3)S(=O)(=O)c2c(C)nn(C)c2C)cc1 | -4 | 0.5 | -2.9 | -8 | -2.8 | x | 2 | -20 | -0.5
NC(=O)c1ccc(Oc2ncc(C(F)(F)F)cc2Cl)cc1 | 2 | -0.5 | -1.3 | -2 | -2.8 | 2 | -8 | 3 | 0.5
COc1cccc(-c2nc3ccccc3c(=O)n2NC(=O)c2cccnc2Cl)c1 | 16[fluorescence artefact?] | 0.2 | 0.54 | -2 | 2.1 | 5 | -12 | 7 | 0.5
CCOC(=O)c1c(C)c(C(=O)Nc2ccccc2)c(C)n1CC | -3 | -1.3 | -2 | -3 | 0.1 | x | -7 | -7 | 0.2
C/C(=N\NC(=S)Nc1ccccc1C)c1cc2ccccc2o1 | -5 | 0.9 | 40* | -17 | 0.0 | -15 | -13 | x | 1.2
CCCc1nnc(SCC(=O)N2CCCC2)n1Cc1ccco1 | 2 | 2.1 | 1.2 | -7 | 0.7 | 6 | 0 | -2 | 0.5
Cn1cc(Br)c(C(=O)NNC(=O)c2cccc(Br)c2)n1 | 4 | 1.7 | 0.94 | -1 | -1.3 | x | 7 | 1 | 0.0
Cc1cc(N=Cc2cc(Cl)ccc2O)no1 | -1[fluorescence artefact?] | -0.1 | -2.1 | -17 | -3.6 | 1 | 1 | -27 | -0.2
Cc1ccnc(N/C=C(/NC(=O)c2ccccc2)C(=O)N/N=C\c2ccc(Cl)cc2)n1 | -8 | 0.8 | -0.77 | -15 | -3.9 | x | -45 | x | -0.6
N/C(=N\OC(=O)c1ccc(Cl)cc1Cl)c1ccncc1 | -4 | 0.9 | 0.56 | -9 | 0.6 | x | -10 | -40 | 0.3
O=C(CO/N=C/c1ccccc1OC(F)F)NCc1cccs1 | 6 | -0.1 | -1.3 | 0 | -0.7 | 16 | 18 | -16 | -0.8

Carrying on:
mol | eIF4E-4G inh | PERK inhibitor | Cl transport mod | EBV gp42 block | TNF necrop inh | Rad51 HR inh | Calpain2 inh | Mdm2 ligase inh | zVAD death inh
COc1cccc(CC2(CO)CCCN(Cc3ccc(-c4ccco4)cc3)C2)c1 (stereo unspecified) | 0 | 1.8 | 0.41 | -31 | 0.5 | x | -81 | 4 | 0.6
Cn1cccc1C(=O)OCC(=O)NC1CCS(=O)(=O)C1 (stereo unspecified) | 0 | 0.2 | -0.63 | 0 | 1.4 | 2 | -33 | -24 | 2.7
COc1ccccc1NC(=O)c1ccc2nc(N3C(=O)CCC3=O)sc2c1 | 2[fluorescence artefact?] | -0.7 | 0.022 | 2 | -0.4 | 2 | -80 | -13 | -0.1
Cn1c(-c2ccccc2)c(C=O)c2ccccc21 | 1 | 0.9 | -3.1 | -3 | 0.3 | 4 | 1 | 12 | 0.6

Cl transport mod, what is marked active above
Molecule	eIF4E-4G inh	PERK inhibitor	Cl transport mod	EBV gp42 block	Rad51 HR inh	Calpain2 inh
Cc1cc(=S)nc(-c2ccccn2)[nH]1	-4	-0.5	81*	-16	15	-7
CN(Cc1ccccc1)C(=S)NC(=O)C1CCCCC1	6[fluorescence artefact?]	0.5	14*	-7	2	-9
CCOCCn1c(CN2CCN(CC)CC2)nc2c1c(=O)n(C)c(=O)n2C	3[fluorescence artefact?]	-0.6	6.3*	-6	x	3
C/C(=N\NC(=S)Nc1ccccc1C)c1cc2ccccc2o1	-5	0.9	40*	-17	-15	-13
